GDH-TPI inh: counter-screen for M. tuberculosis FBA inhibitors: GDH-TPI coupled enzymes | AID 588335 | inhibition, % at 4.8 µM | hit rate 1.2% among 360,000 | GDH-TPI coupled enzyme counterscreen, NADH absorbance; in the data active means inhibition above about 30%;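 further: 0% = DMSO wells and 100% = wells lacking the enzyme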
Mtb FBA inh: Mtb fructose-bisphosphate aldolase inhibition | P9WQA3 | purified M. tuberculosis FBA, fluorescence read-out | inhibition, % at 1 µM | hit rate 2.3% among 360,000 | AID 588726; in the data active means inhibition above about 27%;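 further: 0% = vehicle and 100% = reference inhibitor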
BoNT F protease: BoNT F light chain protease inhibition; Multiplex microsphere protease cleavage assay, flow cytometry; hit rate 0.22% among 360,000; AID 588497; inhibition, % at 10 µM; in the data active means inhibition above about 35%, passing the limit was not always enough; inconclusive means no clear call, values can overlap the other calls; further: plate controls were buffer without enzyme for full effect and enzyme alone for no effect
BioA inh: blocks M. tuberculosis BioA enzyme activity; purified M. tuberculosis BioA enzyme, plate reader; inhibition, % at 9.99 µM; hit rate 0.096% among 360,000; AID 602481; in the data active means inhibition above about 40%; inconclusive means no clear call, values can overlap the other calls
Anthrax LF prot: inhibitors of Bacillus anthracis lethal factor protease; P15917; multiplex microsphere protease cleavage assay, LF; inhibition, % at 10 µM; hit rate 0.12% among 360,000; further: plate controls were buffer without enzyme for full effect and enzyme alone for no effect
Target sequence (P15917 whole entry, looked up): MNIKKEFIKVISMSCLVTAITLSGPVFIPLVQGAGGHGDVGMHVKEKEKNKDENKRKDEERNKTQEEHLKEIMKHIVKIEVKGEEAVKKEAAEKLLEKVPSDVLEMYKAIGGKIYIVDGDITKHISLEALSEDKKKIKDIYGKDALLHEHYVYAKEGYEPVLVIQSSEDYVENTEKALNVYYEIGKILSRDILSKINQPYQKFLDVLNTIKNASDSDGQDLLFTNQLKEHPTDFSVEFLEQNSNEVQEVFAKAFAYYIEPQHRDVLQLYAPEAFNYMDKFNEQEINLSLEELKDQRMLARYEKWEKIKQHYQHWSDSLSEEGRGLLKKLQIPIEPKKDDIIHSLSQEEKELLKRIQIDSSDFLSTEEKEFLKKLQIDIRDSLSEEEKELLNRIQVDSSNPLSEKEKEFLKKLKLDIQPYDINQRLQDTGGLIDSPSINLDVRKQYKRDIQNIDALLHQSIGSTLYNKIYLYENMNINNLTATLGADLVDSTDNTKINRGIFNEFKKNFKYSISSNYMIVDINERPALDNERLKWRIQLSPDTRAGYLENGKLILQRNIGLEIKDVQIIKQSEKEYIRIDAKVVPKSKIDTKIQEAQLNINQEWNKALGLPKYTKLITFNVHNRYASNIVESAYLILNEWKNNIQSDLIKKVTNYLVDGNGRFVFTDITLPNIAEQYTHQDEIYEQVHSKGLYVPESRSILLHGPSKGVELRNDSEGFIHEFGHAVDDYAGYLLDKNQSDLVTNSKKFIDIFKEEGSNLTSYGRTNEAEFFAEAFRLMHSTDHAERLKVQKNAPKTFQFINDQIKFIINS
PfHsp40 rescue: restores yeast growth despite PfHsp40 toxicity. hit rate 0.68% among 340,000. growth rescue, % at 12.5 µM. S. cerevisiae expressing PfHsp40, growth rescue, ATP luminescence; in the data active means growth rescue above about 28%, passing the limit was not always enough; inconclusive means no clear call, values can overlap the other calls;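 further: yeast W303a lacking pdr1 and pdr3 grown in galactose medium; growth measured after three days at 30 °C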
Mtb UGM inh: inhibitors of M. tuberculosis UDP-galactopyranose mutase. P9WIQ1. purified UGM, fluorescence polarization probe displacement. inhibition, % at 10 µM. hit rate 0.06% among 320,000. AID 504406; in the data active means inhibition above about 10%, passing the limit was not always enough; inconclusive means no clear call, values can overlap the other calls
FadD28 binding: M. tuberculosis FadD28 bisubstrate binding inhibition; FadD28 bisubstrate probe binding, fluorescence polarization; inhibition, % at 12.5 µM; hit rate 0.22% among 360,000; in the data active means inhibition above about 8.5%, passing the limit was not always enough; inconclusive means no clear call, values can overlap the other calls
BoNT-A LC inh2: BoNT A light chain protease inhibition; multiplex microsphere protease substrate cleavage, flow cytometry; inhibition, % at 10 µM; hit rate 0.17% among 360,000; AID 588499; further: plate controls were buffer without enzyme for full effect and enzyme alone for no effect
* hit, by the source's call; & = joins results of further samples. Unless noted, no stated cut-off is given here; in the data, active means inhibition above about 30%; inconclusive means no clear call, values can overlap the other calls; inactive means below that.

What do the screens show for `CCN1CCN(C(=O)N(CC(=O)Nc2ccc(C(N)=O)cc2)S(=O)(=O)c2ccc(C)cc2)CC1`?
GDH-TPI inh: 4; Mtb FBA inh: 1; BoNT F protease: 20; Anthrax LF prot: -2; PfHsp40 rescue: 0.4; FadD28 binding: -1.1; BoNT-A LC inh2: 5.0

What do the screens show for `Cc1ccc(C[n+]2cccc(-c3ccccc3)c2)c(C)c1`?
GDH-TPI inh: 3; Mtb FBA inh: 0; BoNT F protease: -3; Anthrax LF prot: -2; PfHsp40 rescue: 0.6; Mtb UGM inh: -2.2; FadD28 binding: -0.2; BoNT-A LC inh2: -0.6

How did CCOc1ccc(C(=O)OCC(=O)Nc2cc(C)on2)cc1OCC do in these assays?
GDH-TPI inh: 16; Mtb FBA inh: 1; BoNT F protease: -3; BioA inh: -0.1; Anthrax LF prot: -5; PfHsp40 rescue: -0.4; Mtb UGM inh: 1.9; FadD28 binding: 1.8; BoNT-A LC inh2: -0.5

What do the screens show for `CC(CN(C)Cc1nc(Cc2cccc(C(F)(F)F)c2)no1)CN1CCCC1` (stereo unspecified)?
GDH-TPI inh: 2; Mtb FBA inh: 5; BoNT F protease: -4; Anthrax LF prot: -1; PfHsp40 rescue: -1.0; Mtb UGM inh: 1.4; FadD28 binding: -1.0; BoNT-A LC inh2: -0.8

Results for CN1CCN(c2nc(Nc3ccc(F)cc3)nc(Nc3ccc(F)cc3)n2)CC1 ?
GDH-TPI inh: 3; Mtb FBA inh: -4; BoNT F protease: -19; BioA inh: 9.2; Anthrax LF prot: -6; PfHsp40 rescue: 0.6; Mtb UGM inh: 0.5; FadD28 binding: -6.3; BoNT-A LC inh2: -3.5

Results for CC(C)(C)c1nc2ccccc2[nH]1 ?
GDH-TPI inh: 6; Mtb FBA inh: 1; BoNT F protease: inconclusive; BioA inh: -2.7; Anthrax LF prot: inconclusive; PfHsp40 rescue: -1.4; Mtb UGM inh: -2.3; FadD28 binding: -0.5; BoNT-A LC inh2: inconclusive

What do the screens show for `NC(=O)c1nn(CC(=O)Nc2ccc3c(c2)OCO3)cc1[N+](=O)[O-]`?
GDH-TPI inh: -4; Mtb FBA inh: -1; BoNT F protease: -12; BioA inh: 1.1; Anthrax LF prot: -4; PfHsp40 rescue: -0.1; Mtb UGM inh: -1.0; FadD28 binding: -2.6; BoNT-A LC inh2: -0.1

What do the screens show for `CCc1nn(C(CC)C(=O)NCc2cccc(OC)c2OC)c(=O)c2cc3occc3n12` (stereo unspecified)?
GDH-TPI inh: 4; Mtb FBA inh: 0; BoNT F protease: 10; BioA inh: 5.0; Anthrax LF prot: 3; PfHsp40 rescue: 0.3; Mtb UGM inh: -4.9; FadD28 binding: -2.7; BoNT-A LC inh2: 1.4

Results for O=C(COC(=O)c1cc[n+]([O-])cc1)Nc1cc([N+](=O)[O-])ccc1Cl ?
GDH-TPI inh: 6; Mtb FBA inh: -2; BoNT F protease: 1; Anthrax LF prot: -2; PfHsp40 rescue: -0.4; Mtb UGM inh: -0.1; FadD28 binding: -3.0; BoNT-A LC inh2: 2.5

How did O=C1NC(=Nc2ccccc2)SC1(CO)CO do in these assays?
GDH-TPI inh: 9; Mtb FBA inh: 1; BioA inh: 0.9; PfHsp40 rescue: 0.1; Mtb UGM inh: 4.7; FadD28 binding: 0.1

How did Nc1c(C(=O)NC23CC4CC(CC(C4)C2)C3)sc2nc3c(c(C(F)(F)F)c12)CCC3 do in these assays?
GDH-TPI inh: -1; Mtb FBA inh: -1; BoNT F protease: -3; BioA inh: -1.6; Anthrax LF prot: -2; PfHsp40 rescue: 1.1; Mtb UGM inh: -1.8; FadD28 binding: -0.9; BoNT-A LC inh2: inconclusive

How did CC1(C)Cc2cccc(OCC(=O)Nc3ccc(S(N)(=O)=O)cc3)c2O1 do in these assays?
GDH-TPI inh: -2; Mtb FBA inh: -1; BioA inh: -0.8; PfHsp40 rescue: -1.1; Mtb UGM inh: -2.5; FadD28 binding: -1.0

Three entries picked at random from those above:
What do the screens show for `CCN1CCN(C(=O)N(CC(=O)Nc2ccc(C(N)=O)cc2)S(=O)(=O)c2ccc(C)cc2)CC1`?
GDH-TPI inh: 4; Mtb FBA inh: 1; BoNT F protease: 20; Anthrax LF prot: -2; PfHsp40 rescue: 0.4; FadD28 binding: -1.1; BoNT-A LC inh2: 5.0

How did CC1(C)Cc2cccc(OCC(=O)Nc3ccc(S(N)(=O)=O)cc3)c2O1 do in these assays?
GDH-TPI inh: -2; Mtb FBA inh: -1; BioA inh: -0.8; PfHsp40 rescue: -1.1; Mtb UGM inh: -2.5; FadD28 binding: -1.0

How did CCOc1ccc(C(=O)OCC(=O)Nc2cc(C)on2)cc1OCC do in these assays?
GDH-TPI inh: 16; Mtb FBA inh: 1; BoNT F protease: -3; BioA inh: -0.1; Anthrax LF prot: -5; PfHsp40 rescue: -0.4; Mtb UGM inh: 1.9; FadD28 binding: 1.8; BoNT-A LC inh2: -0.5

Following part.
Results for CC(C)(C)OC(=O)N1CCC[C@H]1C(=O)N/N=C/c1cccc2cccnc12 ?
GDH-TPI inh: 6; Mtb FBA inh: 1; BoNT F protease: -14; Anthrax LF prot: 5; PfHsp40 rescue: 0.1; Mtb UGM inh: 5.4; FadD28 binding: 0.0; BoNT-A LC inh2: -0.6

How did COc1cc(N2CCOCC2)ccc1/C=C1\C(=O)NC(=O)N(Cc2ccc3c(c2)OCO3)C1=O do in these assays?
GDH-TPI inh: 12; Mtb FBA inh: 4; BoNT F protease: 2; Anthrax LF prot: -6; PfHsp40 rescue: 0.9; Mtb UGM inh: -1.7; FadD28 binding: 0.0; BoNT-A LC inh2: -0.6

Results for CCn1c(Cc2ccccc2)nnc1SCC(=O)Nc1nnc(-c2ccccc2)s1 ?
GDH-TPI inh: 12; Mtb FBA inh: -1; BoNT F protease: -4; BioA inh: 0.3; Anthrax LF prot: 1; PfHsp40 rescue: 0.4; Mtb UGM inh: -0.7; FadD28 binding: -2.1; BoNT-A LC inh2: -0.5

Results for CCN(CC)C(=O)C1CCCN(Cc2cccc(Oc3ccccc3)c2)C1 (stereo unspecified) ?
GDH-TPI inh: -3; Mtb FBA inh: 4; BoNT F protease: 4; Anthrax LF prot: -6; PfHsp40 rescue: 1.0; Mtb UGM inh: 0.1; FadD28 binding: -1.4; BoNT-A LC inh2: -0.6

How did CS(=O)(=O)c1ccc(Cl)c(NC(=O)c2cc(S(=O)(=O)N3CCOCC3)ccc2N2CCCC2)c1 do in these assays?
GDH-TPI inh: 5; Mtb FBA inh: -2; BoNT F protease: 5; BioA inh: -0.4; Anthrax LF prot: 0; PfHsp40 rescue: -0.1; FadD28 binding: 0.6; BoNT-A LC inh2: -0.3

Results for CCCc1cc(=O)[nH]c(SCC(=O)c2cc(C)n(CCC)c2C)n1 ?
GDH-TPI inh: 8; Mtb FBA inh: -1; BoNT F protease: 13; BioA inh: -0.6; Anthrax LF prot: 2; PfHsp40 rescue: -1.3; Mtb UGM inh: 0.3; FadD28 binding: -0.8; BoNT-A LC inh2: 1.5

What do the screens show for `O=C(O)C(=O)/C(=C\c1cccc(Cl)c1)c1ccc2ccccc2n1`?
GDH-TPI inh: 13; Mtb FBA inh: 79*; BoNT F protease: 2; BioA inh: 0.3; Anthrax LF prot: -3; PfHsp40 rescue: 0.6; Mtb UGM inh: 2.3; FadD28 binding: -2.7; BoNT-A LC inh2: 0.6

Results for C[C@H](CO)N1C[C@H](C)[C@@H](CN(C)C)OCc2cnnn2CCCC1=O ?
GDH-TPI inh: 4; Mtb FBA inh: -1; BoNT F protease: -1; BioA inh: -0.2&-1.3&-2.6; Anthrax LF prot: -3; FadD28 binding: -0.6; BoNT-A LC inh2: 0.1

What do the screens show for `COc1ccccc1CNC(=O)Cc1c[nH]c2ccccc12`?
GDH-TPI inh: 8; Mtb FBA inh: 1; BoNT F protease: 36*; BioA inh: -0.1; Anthrax LF prot: -6; PfHsp40 rescue: -0.5; Mtb UGM inh: 0.9; FadD28 binding: -2.8; BoNT-A LC inh2: 1.1

Results for CCOC(=O)C1(Cc2cccc(OC)c2)CCN(C/C=C/c2ccccc2)CC1 ?
GDH-TPI inh: -1; Mtb FBA inh: 0; BoNT F protease: -5; BioA inh: -0.3; Anthrax LF prot: -2; PfHsp40 rescue: -0.4; Mtb UGM inh: 2.7; FadD28 binding: -3.2; BoNT-A LC inh2: -1.1

Results for COc1ccc(NC(=O)CSc2nc(=O)n(CCN(C)C)c3c2CCCC3)cc1OC ?
GDH-TPI inh: -5; Mtb FBA inh: 0; BoNT F protease: -2; BioA inh: 0.8; Anthrax LF prot: -4; PfHsp40 rescue: 1.0; Mtb UGM inh: -3.9; FadD28 binding: -0.1; BoNT-A LC inh2: -2.8

What do the screens show for `Cc1ccc(C2C(C(=O)O)c3ccccc3C(=O)N2C)c(C)c1` (stereo unspecified)?
GDH-TPI inh: -1; Mtb FBA inh: -1; BoNT F protease: 5; BioA inh: -1.2; Anthrax LF prot: 1; PfHsp40 rescue: -0.6; Mtb UGM inh: -1.7; FadD28 binding: -1.0; BoNT-A LC inh2: 0.8

What do the screens show for `O=C(CSc1ncnc2nc[nH]c12)Nc1nnc(SCc2ccc(Cl)c(Cl)c2)s1`?
GDH-TPI inh: -3; Mtb FBA inh: -1; BoNT F protease: -4; Anthrax LF prot: -2; PfHsp40 rescue: 0.9; Mtb UGM inh: 1.4; FadD28 binding: -6.4; BoNT-A LC inh2: 0.6

What do the screens show for `Cc1cc(C)c(S(C)(=O)=O)c(Sc2ccc(Cl)cc2)n1`?
GDH-TPI inh: 8; Mtb FBA inh: 2; BoNT F protease: 5; BioA inh: -1.3; Anthrax LF prot: -4; PfHsp40 rescue: -1.6; Mtb UGM inh: 3.4; FadD28 binding: -1.0; BoNT-A LC inh2: -0.7

How did Cc1oc(C)c(C(=O)NCCCC(=O)O)c1C(=O)NCCCC(=O)O do in these assays?
GDH-TPI inh: 3; Mtb FBA inh: -1; BoNT F protease: -3; BioA inh: -0.8; Anthrax LF prot: -3; PfHsp40 rescue: 0.1; Mtb UGM inh: 5.6; FadD28 binding: -2.3; BoNT-A LC inh2: -0.2

Results for Cn1c(N)c(C(=O)COC(=O)/C=C/c2ccc(S(=O)(=O)N3CCOCC3)cc2)c(=O)n(C)c1=O ?
GDH-TPI inh: 5; Mtb FBA inh: 1; BoNT F protease: 0; BioA inh: -2.6; Anthrax LF prot: 0; PfHsp40 rescue: 0.1; Mtb UGM inh: -1.7; FadD28 binding: -0.7; BoNT-A LC inh2: 1.4

How did C=CCN1C(=O)C2C(C(=O)NC3CCCCC3)C3C=CC2(O3)C1C(=O)NC1CCCC1 (stereo unspecified) do in these assays?
GDH-TPI inh: -2; Mtb FBA inh: 2; BoNT F protease: 8; BioA inh: -1.4; Anthrax LF prot: 2; PfHsp40 rescue: -0.9; Mtb UGM inh: -0.6; FadD28 binding: 0.1; BoNT-A LC inh2: 0.9

How did CC(=O)Nc1nc(-c2ccc3c(c2)CCN3S(C)(=O)=O)cs1 do in these assays?
GDH-TPI inh: 8; Mtb FBA inh: 1; BoNT F protease: -10; BioA inh: 0.4; Anthrax LF prot: 1; PfHsp40 rescue: -0.1; Mtb UGM inh: -1.4; FadD28 binding: -4.0; BoNT-A LC inh2: 1.8

What do the screens show for `N#C/C(=C(/O)c1cccs1)c1nc2ccccc2[nH]1`?
GDH-TPI inh: 39*; Mtb FBA inh: 14; BoNT F protease: 0; BioA inh: -7.1; Anthrax LF prot: 1; PfHsp40 rescue: -1.0; Mtb UGM inh: 2.5; FadD28 binding: 0.4; BoNT-A LC inh2: 2.1

Results for CCOC(=O)c1c(C)[nH]c(C(=O)Nc2ccc(NC(C)=O)cc2)c1C ?
GDH-TPI inh: 6; Mtb FBA inh: 0; BoNT F protease: -4; Anthrax LF prot: -3; PfHsp40 rescue: 0.7; Mtb UGM inh: 2.9; FadD28 binding: -1.2; BoNT-A LC inh2: -2.5

Screening results as filed in PubChem BioAssay.
